# TrxR1 inh: blocks rat thioredoxin reductase 1; recombinant rTrxR1, NADPH fluorescence consumption, selenite substrate; Potency, µM (highest dose often 114 µM), without a hit: at the top dose activity change, negative = inhibition, actives largely listed as inhibitors; AID 588453; 390,000 tested, 1% active; further: potency means the concentration at half of the fitted maximal effect; on the % scale 0 is the no-effect control and ±100 the full control effect; nearly all actives have a fitted effect of over 65% in size
#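 Rat TrxR1 (90 nM in the dispensed reagent) was pre-reduced with 400 uM NADPH for 5 min at room temperature, then incubated with compound for 15 min. After 400 uM selenite was added, NADPH fluorescence (Ex 340/Em 450 nm) was followed for 8 min.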
# USP1-UAF1 inh: inhibitors of human USP1/UAF1 deubiquitinase | recombinant USP1/UAF1, Ub-Rhodamine cleavage fluorescence | 390,000 tested, 0.23% active | O94782 | Potency, µM (top dose mostly 57.1 µM), without a hit: at the top dose activity change, negative = inhibition, most hits filed as inhibitors; further: potency means the concentration at half of the fitted maximal effect; on the % scale 0 is the no-effect control and ±100 the full control effect; nearly all actives have a fitted effect of over 60% in size; inactives centre near -12
# Target sequence (O94782 whole entry, looked up): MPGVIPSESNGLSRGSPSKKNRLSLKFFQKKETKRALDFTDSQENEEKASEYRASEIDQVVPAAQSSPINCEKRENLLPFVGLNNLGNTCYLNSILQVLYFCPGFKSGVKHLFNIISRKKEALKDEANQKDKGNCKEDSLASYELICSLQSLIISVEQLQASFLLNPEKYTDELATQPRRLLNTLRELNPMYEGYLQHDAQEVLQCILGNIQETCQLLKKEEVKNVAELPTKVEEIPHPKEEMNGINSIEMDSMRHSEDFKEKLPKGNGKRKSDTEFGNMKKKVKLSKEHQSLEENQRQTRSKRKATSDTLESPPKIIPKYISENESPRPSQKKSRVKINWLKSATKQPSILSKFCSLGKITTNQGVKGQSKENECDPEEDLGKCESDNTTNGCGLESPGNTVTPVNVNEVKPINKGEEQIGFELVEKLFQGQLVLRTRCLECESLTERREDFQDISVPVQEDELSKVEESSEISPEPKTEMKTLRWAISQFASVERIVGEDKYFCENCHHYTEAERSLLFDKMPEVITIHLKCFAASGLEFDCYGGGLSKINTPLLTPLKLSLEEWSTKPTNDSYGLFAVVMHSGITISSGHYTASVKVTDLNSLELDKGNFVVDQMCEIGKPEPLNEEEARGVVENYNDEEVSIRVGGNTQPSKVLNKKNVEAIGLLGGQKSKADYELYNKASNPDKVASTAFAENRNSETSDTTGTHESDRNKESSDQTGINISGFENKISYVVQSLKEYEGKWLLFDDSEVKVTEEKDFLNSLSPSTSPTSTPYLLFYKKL
#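 1 nM enzyme complex + cpd, 15 min RT; start with Ub-Rho 150nM final; kinetic fluorescence ex 480/em 540, 6 reads q60 s. Buffer 50mM HEPES pH 7.8, 0.5mM EDTA, 0.1 mg/ml BSA, 1mM TCEP, 0.01% Tween-20.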
# Vif-APOBEC3G blk: blocks the Vif interaction with human APOBEC3G; Q9HC16; HeLa A3G-eYFP + Vif (tagged APOBEC3G with the HIV-1 protein that degrades it), YFP fluorescence, overnight; Potency, µM (series often up to 46.1 µM), without a hit: at the top dose activity, negative = active, most hits filed as inhibitors; 410,000 tested, 0.076% active;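 further: potency means the concentration at half of the fitted maximal effect; on the % scale 0 is the no-effect control and ±100 the full control effect; nearly all actives have a fitted effect of over 60% in size; hits raise eYFP signal because A3G escapes Vif-driven loss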
#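 Read-out is eYFP fluorescence (Ex 488/Em 500-530) from Vif-expressing HeLa A3G-eYFP cells; more signal means A3G escaped Vif-mediated degradation. Cells plated overnight, compound pinned in, incubated overnight at 37 deg C.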
# LDHA block: blocks human lactate dehydrogenase A. P00338. purified LDHA, NADH/diaphorase-resazurin fluorescence; hits give low values. activity change, % (values are at about 110 or 230 µM). 480,000 tested, 0.15% active. AID 1347041; in the data active means activity change below about -30%; inconclusive means mostly about -25% to -30%;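 further: plate controls were DMSO wells for no effect and wells without enzyme for full effect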
#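 Human LDH5 at 2 nM final in Tris HCl pH 7.4 with 0.06 mM NADH and 0.2 mM pyruvate, reacted 5 minutes at room temperature. Remaining NADH coupled via diaphorase/resazurin; resorufin fluorescence read at 0 and 20 minutes, normalized to enzyme-free and DMSO wells.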
# Vif-APOBEC3F blk: inhibitors of Vif-A3F interaction | AID 602313 | 390,000 tested, 0.2% active | Potency, µM (series often up to 46.1 µM), for inactives: top-dose activity, negative = active | HeLa A3F-eYFP + Vif (tagged APOBEC3F with the HIV-1 protein that degrades it), YFP fluorescence increase; further: potency means the concentration at half of the fitted maximal effect; % of control where 0% means no effect; nearly all actives have a fitted effect of over 65% in size
#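 HeLa cells stably expressing A3F-eYFP plus Vif, plated and incubated overnight at 37 deg C, then exposed to compounds overnight at 37 deg C. Blocked degradation read as raised yellow fluorescence (Ex 488/Em 500-530).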
# TrxR1 substrate: substrates of rat thioredoxin reductase 1. O89049. purified TrxR1 substrate turnover, NADPH consumption readout. Potency, µM (doses to about 114 µM), inactives show at the highest dose activity change, negative = substrate turnover. 390,000 tested, 0.01% active; further: potency means the concentration at half of the fitted maximal effect; on the % scale 0 is the no-effect control and ±100 the full control effect; nearly all actives have a fitted effect of over 50% in size
#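 Rat TrxR1, dispensed at 90 nM, was prereduced with 400 uM NADPH (final) for 5 min at ~22 deg C, then incubated with compound 15 min before 400 uM selenite. A first-read NADPH fluorescence drop versus no-compound background flagged substrates.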
# Glioma ERSR ind: induces the endoplasmic reticulum stress response in human glioma cells; Potency, µM, without a hit: at the highest dose activation, actives largely listed as activators; 420,000 tested, 0.02% active; U87-MG GRP78 promoter luciferase reporter, 16 h; AID 602332; further: potency means the concentration at half of the fitted maximal effect; series mostly up to about 76 µM; % of control where 0% means no effect; nearly all actives have a fitted effect of over 35% in size
#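 ERSR induction read as luciferase luminescence (Bright-Glo, 10 min at room temperature) in stably transfected human U87-MG glioma cells exposed to compounds for 16 h, using GRP78 as sensor.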
# RGS4 inhibitor: blocks human RGS4-accelerated GTP hydrolysis. Potency, µM (series often up to 114 µM), for inactives: at the highest dose activity change, negative = inhibition, usual class: inhibitors. P49798. 390,000 tested, 0.039% active. Transcreener GDP fluorescence polarization, RGS4-accelerated GTP hydrolysis; further: potency means the concentration at half of the fitted maximal effect; on the % scale 0 is the no-effect control and ±100 the full control effect; nearly all actives have a fitted effect of over 75% in size; some results filed as inactive show a strong effect at the top dose
# Target sequence (P49798 whole entry, looked up): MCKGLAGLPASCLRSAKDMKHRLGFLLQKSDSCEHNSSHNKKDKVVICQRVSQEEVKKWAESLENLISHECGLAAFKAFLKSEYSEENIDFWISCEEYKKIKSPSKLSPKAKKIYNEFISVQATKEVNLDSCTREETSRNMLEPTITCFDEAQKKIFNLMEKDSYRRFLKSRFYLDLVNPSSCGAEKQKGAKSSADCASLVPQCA
#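 MLSMR compounds (23 nl, pin-transferred) preincubated 10 min at room temperature with a 500nM (2x) first reagent, then RGS4 at 900nM (2x) plus Transcreener GDP mix added; fluorescence polarization (620/688 nm) read before and after 90 min at 30 °C.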
# mIDH1 inhibitor: inhibitors of human mutant IDH1 R132H; O75874; IDH1-R132H enzyme, NADPH consumption, diaphorase/resazurin fluorescence; Potency, µM (series often up to 76.6 µM), for inactives: top-dose activity change, negative = inhibition, most hits filed as inhibitors; 390,000 tested, 0.093% active; AID 602179; further: potency means the concentration at half of the fitted maximal effect; on the % scale 0 is the no-effect control and ±100 the full control effect; nearly all actives have a fitted effect of over 65% in size
#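 IDH1-R132H (0.5 ug/mL) preincubated 30 min with compound, then NADPH (0.016 mM) and alpha-KG (2 mM) added; 80 min at RT, pH 7.5. Remaining NADPH coupled via diaphorase/resazurin to fluorescence (540/590 nm); concentration-response curves normalized to no-enzyme control.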
# An asterisk follows results filed as active; ? = inconclusive; nt = not tested or not shown; & = joins results of further samples; [ ] = dose if it differs, or a comment. Unless noted, the call rests on the fitted dose curve; in most records, active means well fitted curve in the direction sought with a large enough effect; inconclusive means small, poorly fitted or top-dose-only effect, or another doubt; inactive means no such curve, though single readings can be large; an effect the other way counts as inactive or inconclusive.
SMILES	TrxR1 inh	USP1-UAF1 inh	Vif-APOBEC3G blk	LDHA block	Vif-APOBEC3F blk	TrxR1 substrate	Glioma ERSR ind	RGS4 inhibitor	mIDH1 inhibitor
CCc1ccc(NC(=O)CSc2nnc(CC)c(CC)n2)cc1	9%[57.1 µM]	9%&-20%	2%&-3%	2&1	5%&1%	3%[57.1 µM]	-2%&-1%	-6%&14%	5%&5%
CCOC(=O)C1Nc2ccccc2C2c3ccccc3CC12 (stereo not drawn)	32%	?	1%	-5	0%	33%	2%	5%	2%
Cc1c(C(=O)NC(C)c2ccncc2)oc2ccccc12 (stereo not drawn)	16%	-17%	3%	-9	-3%	9%	-4%	-13%	1%
CCn1c(C(=O)N2CCCC(C(=O)N3CCN(c4ccccc4)CC3)C2)cc2sccc21 (stereo not drawn)	4%	405%[activator]	2%	-10	-12%	-1%	-3%	15%	13%
COc1ccc(CNC(=O)CN(CC2CCCO2)C(=O)CNS(=O)(=O)c2ccc(C)cc2)cc1 (stereo not drawn)	14%[57.1 µM]	-4%	5%	0	-7%	-5%	-5%	8%	-1%
NC(Cc1ccc(O)cc1)c1cn([C@@H](CCC(=O)O)C(=O)N2CCNCC2)nn1 (stereo partly drawn)	-3%[57.1 µM]	4%	-2%	3	4%	7%[57.1 µM]	-2%	17%	-2%
CCCCC[C@H]1CN(CCc2ccccc2)C(=O)[C@@H]1CC(=O)NCc1ccc(OC)cc1	-11%&6%	-22%	-5%&1%	1	-3%	-9%&2%	-5%&-5%	-23%	-6%
CC(=O)c1ccc(NCCC(=O)c2ccccc2)cc1	50µM*	-4%	-1%	-3	-7%	-9%	4%	10%	1%
O=C(C[C@H]1C/C=C\CCCC(=O)OC[C@H]2CCCN2C1=O)NCCO	19%	-13%	4%	-12	-4%	-1%	-4%	4%	-9%
CCOC(=O)c1cnc(SC2CC(=O)N(c3ccc(C)cc3)C2=O)nc1N (stereo not drawn)	-2%	-14%	2%	-1	10%	1%	-5%	-46%	2%
COc1ccc(-n2c(C)ccc2-c2ccccc2)cn1	-11%	?	1%	-7	?	3%	1%	-52%	-15%
O=C(c1ccc2c(c1)N(Cc1ccccc1)C(=O)c1ccccc1S2(=O)=O)N1CCN(c2ccccn2)CC1	26%	-27%	nt	-3	nt	4%	nt	-13%	nt
O=C(Nc1ccc(Br)cc1)C1CCCN(C2=NS(=O)(=O)c3ccccc32)C1 (stereo not drawn)	17%	-6%	-2%	-20	1%	0%	-4%	-21%	-5%
CCOc1ccccc1N1CCN(C(=O)NCc2ccc(Cl)cc2)CC1	15%[57.1 µM]	-16%	2%	-2	-4%	3%[57.1 µM]	-3%	18%	14%
N#CC1=C2N=C(N)c3ccccc3N2C2=C(C(=O)CCC2)C1c1ccc(F)cc1 (stereo not drawn)	6%	-24%	-6%	-13	19%	0%	-4%	3%	?
COc1ccc(-c2nn(-c3ccccc3)cc2C(=O)NC(=S)NNC(=O)c2ccncc2)cc1	-7%	?	2%	-6	2%	-2%	-2%	-46%	-6%
O=C(CCC(=O)OCc1ccc(C(=O)Oc2ccccc2)cc1)Nc1cccc2ccccc12	0%	-16%	-1%	-3	nt	-6%	-1%	-6%	1%
OCC1OC(n2ccc3c(NO)ncnc32)C(O)C1O (stereo not drawn)	-10%[11.4 µM]	1%	-8%	17	6%	-3%[11.4 µM]	-4%	-37%	7%
CC(=O)Nc1ccc(C(=O)Nc2ccc(S(=O)(=O)N3CCOCC3)cc2)cc1	2%	-10%	-2%	-2	-12%	-1%	1%	0%	2%
COc1cccc(C(=O)Nc2nnc(S(=O)(=O)Nc3cccc(C)c3)s2)c1	6%[57.1 µM]	-23%	-6%	0	-2%	0%[57.1 µM]	-1%	-24%	22%
COc1ccc(S(=O)(=O)N(CCCN2CCCC2=O)Cc2cc3c(C)ccc(C)c3[nH]c2=O)cc1	2%[57.1 µM]	-14%	-8%	-10	7%	10%[57.1 µM]	-5%	10%	-6%
Cc1ccc(NC(=O)c2nnn(CC(=O)Nc3ccccc3)c2N)cc1C	12%	-12%	1%	2	nt	5%	-4%	-14%	3%
COc1ccc(Cl)cc1NC(=O)CNc1ccccc1N1CCOCC1	28%	-25%	0%	-4	-1%	3%	-2%	-5%	0%
Cc1nnc(NCCO)c2ccccc12	21%	-4%	1%	3	-3%	12%	-2%	-19%	4%
CC1OC(Nc2cccc3ccccc23)C(O)C(O)C1O (stereo not drawn)	73%[activator]	22µM*	1%	18	8%	394%[activator]	2%	-39%	15%
NC(=O)c1ccccc1NC(=O)NC1CCCCC1	-6%	-19%	-1%	-2	-8%	-1%	0%	-3%	-2%
Cc1ccc(S(=O)(=O)Nc2ccc(Cl)cc2C(=O)c2ccc(F)cc2)cc1	-8%	0%	-4%	-7	0%	-10%	-5%	-5%	-8%
N/C(Cc1nc(-c2ccc(Cl)cc2)cs1)=N/O	-2%[57.1 µM]	2%	2%	-11	14%	-6%[57.1 µM]	4%	3%	16%
Cc1cccc(NC(=O)CSc2nnc(N)s2)c1	8%	-19%	-8%	-5	4%	4%	0%	-2%	7%
CCCCC1=CC2=C(c3ccco3)C(=O)C(C)(OC(=O)c3ccc(OC)cc3)C(=O)C2=CN1CC(C)C (stereo not drawn)	45µM*	-34%	-4%	13	?	4%	-3%	-46%	7%
CCn1c(=N)c(C(=O)NCC2CCCO2)cc2c(=O)n3cc(C)ccc3nc21 (stereo not drawn)	-112%	-17%	-3%	1	0%	nt	-5%	-4%	15%
CCOC(=O)c1c(C)c(C(=O)NCc2ccc3c(c2)OCO3)c(C)n1CC	-5%	-4%	0%	-6	9%	-1%	-4%	-13%	1%
COc1cc(OC)cc(-c2sc3ccc(OC)cc3c2-c2ccc(O)cc2)c1	7%[57.1 µM]	-13%	-8%	-9	2%	5%[57.1 µM]	-9%	-5%	-11%
CCOc1ccc(NC(=O)c2ccccc2OC)cc1	14%	-19%	0%	0	2%	6%	1%	-10%	4%
COC(=O)[C@]1(Cc2ccccc2)N[C@H](CN(C)C(=O)Nc2ccc(C)cc2)[C@@H]2C(=O)N(C)C(=O)[C@@H]21	3%	-15%	-3%	3	-5%	-1%	-1%	14%	-8%
CCOc1ccc(N2CC(C(=O)Nc3ccccc3C(=O)N3CCOCC3)CC2=O)cc1 (stereo not drawn)	22%	-13%	6%	-5	3%	6%	-4%	11%	-6%
O=C(NNc1ccccc1F)c1ccccc1	10%	-14%	-10%	-13	1%	-2%	-1%	-19%	2%
c1ccc(-c2noc(COc3ccc4c(c3)OCO4)n2)cc1	15%	-20%	2%	-4	3%	-1%	0%	-11%	0%
CC(C)CC1C(=O)N(Cc2cn(CCC3OCCO3)nn2)CCS(=O)(=O)N1Cc1ccc(-c2cccc(CO)c2)cc1 (stereo not drawn)	nt	-4%	0%	-7	-5%	nt	-4%	nt	4%

# A different layout for part of the listing above.
# Values run as follows: TrxR1 inh	USP1-UAF1 inh	Vif-APOBEC3G blk	LDHA block	Vif-APOBEC3F blk	TrxR1 substrate	Glioma ERSR ind	RGS4 inhibitor	mIDH1 inhibitor
Cc1cccc(NC(=O)CSc2nnc(N)s2)c1
  8%	-19%	-8%	-5	4%	4%	0%	-2%	7%
CCCCC1=CC2=C(c3ccco3)C(=O)C(C)(OC(=O)c3ccc(OC)cc3)C(=O)C2=CN1CC(C)C (stereo not drawn)
  45µM*	-34%	-4%	13	?	4%	-3%	-46%	7%
CCn1c(=N)c(C(=O)NCC2CCCO2)cc2c(=O)n3cc(C)ccc3nc21 (stereo not drawn)
  -112%	-17%	-3%	1	0%	nt	-5%	-4%	15%
CCOC(=O)c1c(C)c(C(=O)NCc2ccc3c(c2)OCO3)c(C)n1CC
  -5%	-4%	0%	-6	9%	-1%	-4%	-13%	1%
COc1cc(OC)cc(-c2sc3ccc(OC)cc3c2-c2ccc(O)cc2)c1
  7%[57.1 µM]	-13%	-8%	-9	2%	5%[57.1 µM]	-9%	-5%	-11%
CCOc1ccc(NC(=O)c2ccccc2OC)cc1
  14%	-19%	0%	0	2%	6%	1%	-10%	4%
COC(=O)[C@]1(Cc2ccccc2)N[C@H](CN(C)C(=O)Nc2ccc(C)cc2)[C@@H]2C(=O)N(C)C(=O)[C@@H]21
  3%	-15%	-3%	3	-5%	-1%	-1%	14%	-8%
CCOc1ccc(N2CC(C(=O)Nc3ccccc3C(=O)N3CCOCC3)CC2=O)cc1 (stereo not drawn)
  22%	-13%	6%	-5	3%	6%	-4%	11%	-6%

# An excerpt; the hit share may differ from the screen's.
